Screens deposited in PubChem by several laboratories.
CIT2-GFP yeast: modulators of CIT2-GFP expression in yeast, primary screen, S. cerevisiae, GFP fusion, multiplex flow cytometry, MLPCN library; S. cerevisiae CIT2-GFP strain, 3 h; 100 means same as DMSO wells; GFP response vs DMSO, % at 10 µM; actives 0.065% (n = 320,000);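 active means GFP response relative to DMSO above a set limit, near the screen mean plus 3 SD, cut at about 150% in these data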;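 further: ratio of well median GFP fluorescence to mean of DMSO wells on the plate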
RPL19A TOR yeast: RPL19A-GFP expression modulators in yeast, primary screen, cell-based, S. cerevisiae, multiplex flow cytometry, MLPCN | S. cerevisiae RPL19A-GFP strain, 3 h; active compounds read low | percent response vs DMSO, % at 10 µM | actives 0.3% (n = 330,000) | AID 2025, 2009;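 active means percent response vs DMSO below 50%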;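 further: median channel GFP fluorescence of the barcoded RPL19A-GFP strain; ratio of sample median GFP to plate DMSO average so 100% = DMSO; lower means less RPL19A-GFP as with rapamycin TOR inhibition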
Efflux pump mplx: inhibitors of Candida efflux pumps in yeast, primary screen, S. cerevisiae, Nile Red, multiplex; S. cerevisiae Candida pump triplex; actives 0.44% (n = 330,000); inhibition, % at 10 µM; AID 485275, 2010;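 active means plate passing quality check with inhibition over a set limit, or well fluorescence over plate mean plus 4 SD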;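 further: Nile Red retained in pooled yeast measured as flow cytometry median fluorescence; 0% = buffer negative control and 100% = Enniatin B positive control; higher means more Nile Red kept so more efflux inhibition; some compounds called inactive have numbers as strong as hits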
AHR act: AHR activators, primary screen, cell-based, luminescence, luciferase reporter, human. actives 2.5% (n = 320,000). Aryl hydrocarbon receptor (Homo sapiens), P35869. activation, % at 5 µM. AHR-responsive luciferase reporter cells. AID 2796, 2010; in the data active means activation above about 47%;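 further: 0% = vehicle wells and 100% = reference agonist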
Target sequence (P35869 whole entry, looked up): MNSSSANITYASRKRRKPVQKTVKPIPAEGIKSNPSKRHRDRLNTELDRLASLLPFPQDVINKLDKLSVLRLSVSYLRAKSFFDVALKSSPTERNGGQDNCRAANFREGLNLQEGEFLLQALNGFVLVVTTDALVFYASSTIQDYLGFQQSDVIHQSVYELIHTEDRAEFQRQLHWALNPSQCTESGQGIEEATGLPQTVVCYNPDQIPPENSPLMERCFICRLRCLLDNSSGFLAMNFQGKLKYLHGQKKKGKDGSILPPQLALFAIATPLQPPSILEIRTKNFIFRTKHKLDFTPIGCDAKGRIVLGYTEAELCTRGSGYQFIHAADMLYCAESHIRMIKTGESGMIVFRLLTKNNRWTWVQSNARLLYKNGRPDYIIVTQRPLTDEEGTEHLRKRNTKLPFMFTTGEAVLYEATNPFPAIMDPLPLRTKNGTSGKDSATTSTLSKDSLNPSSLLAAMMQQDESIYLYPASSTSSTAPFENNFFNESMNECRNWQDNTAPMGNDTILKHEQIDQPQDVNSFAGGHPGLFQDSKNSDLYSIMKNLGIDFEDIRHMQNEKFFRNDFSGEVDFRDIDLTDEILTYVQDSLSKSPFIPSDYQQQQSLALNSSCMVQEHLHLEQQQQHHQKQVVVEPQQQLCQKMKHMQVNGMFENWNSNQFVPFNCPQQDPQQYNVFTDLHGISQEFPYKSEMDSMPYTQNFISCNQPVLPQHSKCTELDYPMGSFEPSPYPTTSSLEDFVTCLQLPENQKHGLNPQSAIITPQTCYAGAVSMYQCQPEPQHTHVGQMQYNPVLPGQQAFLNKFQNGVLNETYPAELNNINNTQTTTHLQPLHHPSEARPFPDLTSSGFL
MEP2 TOR yeast: modulators of MEP2-GFP levels in yeast, primary screen, S. cerevisiae, multiplex flow cytometry, MLPCN library | S. cerevisiae MEP2-GFP strain, 3 h; 100% = DMSO control level | GFP response vs DMSO, % at 10 µM | actives 0.51% (n = 330,000);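 active means GFP response versus DMSO above a set limit, roughly screen mean plus 3 SD, cut at about 180% in these data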;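 further: median GFP fluorescence of the barcode-gated MEP2-GFP cells per well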
CR mimetic SO: reduction of superoxide in aged yeast, primary screen, HTS. S. cerevisiae aged cells, superoxide DHE fluorescence; active compounds read low. superoxide response (% of plate mean), % at 10 µM. actives 0.18% (n = 330,000). AID 2690, 2010;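 active means superoxide response under a set limit, about three screen SD below normal, cut at about 65% in these data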;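 further: yeast aged for seven days with compound at 30 °C before DHE staining; 100% = average MFI of all compound-treated wells on the plate with controls excluded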
AGP1 TOR yeast: modulators of AGP1-GFP expression in yeast TOR pathway, primary screen, cell-based, multiplex flow cytometry, S. cerevisiae, MLPCN library; actives 0.02% (n = 320,000); GFP response vs DMSO, % at 10 µM; 3 h; GFP as percent of DMSO wells;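 active means GFP response relative to DMSO above a set limit, near screen average plus 3 SD, cut at about 150% in these data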;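 further: median GFP channel fluorescence of the gated AGP1 strain per well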
LAP4-GFP MLPCN: modulators of LAP4-GFP expression in yeast, primary screen, S. cerevisiae, multiplex flow cytometry, MLPCN library | 3 h; median GFP as percent of DMSO wells | GFP response vs DMSO, % at 10 µM | actives 0.34% (n = 320,000) | AID 2023, 2009;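 active means GFP response vs DMSO above a set limit, about the screen mean plus 3 SD, cut at about 150% in these data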
Active calls of the source: *; / = no result given.

SMILES	CIT2-GFP yeast	RPL19A TOR yeast	Efflux pump mplx	AHR act	MEP2 TOR yeast	CR mimetic SO	AGP1 TOR yeast	LAP4-GFP MLPCN
C=Cn1cc[n+](CC(=O)c2ccc(Cl)cc2)c1	106	110	-0.1	1	115	100	106	105
CCCCNC(=S)NC(=O)c1ccc([N+](=O)[O-])cc1	102	93	-0.3	2	100	67	97	91
CC(C)CCNC(=O)c1cc(-c2ccco2)nc2ccccc12	98	99	0.4	4	102	92	105	99
CC(C)CCNC(=O)NC(=O)COC(=O)c1cc(S(=O)(=O)N2CCOCC2)ccc1N1CCCCC1	97	101	0.0	1	102	97	106	98
CC(C)(C)NC(=O)CC1C[C@H](C(=O)N2CCCCC2)[C@@]2(CCc3ccccc3)c3[nH]c4ccccc4c3CCN2C1=O (stereo partly drawn)	108	102	0.4	0	102	86	104	99
O=C(COc1cc(F)ccc1[N+](=O)[O-])NCC1CCCO1 (stereo not drawn)	106	105	0.4	2	103	111	101	106
COC(=O)c1oc2nc(C)cc(C)c2c1N	103	98	-0.2	3	132	102	106	113
COc1cccc(NC(=O)Cn2cnc3c(oc4nc5c(cc43)CCCC5)c2=O)c1	102	92	0.0	1	95	72	93	86
CCOc1cccc(NC(=O)Cn2nc(-c3ccc4c(c3)OCCO4)ccc2=O)c1	104	103	0.0	12	107	92	105	99
COc1ccccc1N(C)S(=O)(=O)c1ccc(C(=O)NC(C)(C)C)cc1	/	102	0.2	-2	101	91	102	94
CCOc1ccc(N(CC(=O)NCc2ccc(Cl)cc2)S(=O)(=O)c2c(C)noc2C)cc1	106	103	0.1	2	107	89	104	99
CC(C)(C)c1cc(-c2ccccc2)n[nH]1	97	97	0.1	4	104	106	105	112
Cc1c(C(=O)c2ccc(F)cc2F)c2ccccn2c1CCC#N	108	108	0.4	21	106	126	108	104
CCCCN(C)CCCNC(=O)c1cc(-c2cccnc2)nc2ccccc12	110	104	-0.2	0	107	109	102	89
CC(C)CN(Cc1cc(=O)oc2cc3c(cc12)CCCC3)CC(C)C	99	103	-0.1	0	103	80	104	108
CCCCCCC(=O)Nc1nc(C)c(-c2csc(Nc3ccccc3OC)n2)s1	99	95	-0.1	69*	100	103	96	96
CCCc1nc2ccccc2c(C(=O)OCC(=O)NCc2ccc3c(c2)OCO3)c1CC	99	99	-0.3	5	104	138	99	104
CCOC(=O)CSc1nnc(NC(=O)c2cccc([N+](=O)[O-])c2)s1	93	97	-0.1	3	96	103	94	86
O=C(COc1ccc(Br)cc1Br)NNC(=O)c1cccs1	94	102	0.1	4	107	113	96	91
Cc1ccc(S(=O)(=O)N2CCOCC2)cc1C(=O)NC1=NCCS1	104	99	-0.1	1	98	96	101	96
CCCCNC(=S)NNC(=O)c1csc(C)c1CC	114	112	-0.3	0	110	103	112	105
Cc1ccc(Nc2c(-c3ccco3)nc3nc(C)cc(C)n23)cc1	104	110	0.0	5	103	113	114	99
COc1ccccc1-c1cc(N)n(S(=O)(=O)c2cccc3nsnc23)n1	93	98	0.0	12	111	88	102	110
CCOC(=O)C1(Cc2ccccc2C)CCCN(C(=O)CN2CCCCC2=O)C1 (stereo not drawn)	103	103	0.0	0	105	97	96	95
COc1ccc2occ(NC(C)=O)c2c1	99	90	-0.1	4	103	95	91	102
COc1ccc(-c2cc(C(F)(F)F)nc(SCC(=O)NCCN3CCOCC3)n2)cc1OC	93	88	-0.1	1	97	100	85	91
CCN1CCN(CCC(=O)Nc2cc(C)ccc2C)CC1	105	100	0.0	3	117	95	105	107
O=C(NC1CCOc2ccccc21)c1ccc(=O)[nH]c1 (stereo not drawn)	104	107	0.0	-1	112	106	107	101
O=C(C1CC2C=CC1C2)N1CCN(c2ccccc2)CC1 (stereo not drawn)	90	97	0.0	2	94	108	92	115
O=c1c(F)cn(C2CCCO2)c(=O)n1Cc1c(F)cccc1Cl (stereo not drawn)	95	100	0.1	2	106	117	102	109
CCOC(=O)C1CCCN(S(=O)(=O)c2ccc(Cl)nc2)C1 (stereo not drawn)	94	95	0.0	-3	95	97	106	104
CC(Cc1ccccc1)NC(=O)/C=C/c1ccc([N+](=O)[O-])cc1 (stereo not drawn)	95	101	0.4	4	96	97	98	104
O=[N+]([O-])c1ccc(OCCO)nc1	98	108	0.0	-1	102	94	111	102
O=C(NCC1CCCO1)C(=O)c1c[nH]c2ccccc12 (stereo not drawn)	102	104	-0.1	-1	95	70	102	93
N#CCCN(C(=O)COC(=O)C1CCN(S(=O)(=O)c2cccs2)CC1)c1ccccc1	100	102	-0.1	0	100	106	104	95
COc1ccc2nc(NC(=O)c3cc(C)oc3C)sc2c1	92	95	-0.1	-7	105	100	/	104
COC(=O)c1[nH]c2cccc(Cl)c2c1NC(=O)CN1CCCCC1C (stereo not drawn)	96	97	0.0	3	98	98	97	92
O=C(CN(Cc1ccccc1)S(=O)(=O)c1ccccc1)N1CCOCC1	120	110	0.1	-2	120	90	112	93
Oc1c(C(c2ccco2)N2CCN(C(c3ccccc3)c3ccccc3)CC2)sc2ncnn12 (stereo not drawn)	92	101	0.3	1	100	151	94	100
CSc1ccc(/C=N/N2CCN(c3ccccc3)CC2)cc1	104	99	0.4	4	110	127	97	97
CCO[C@@H]1OC(C(=O)NCc2nc3ccccc3[nH]2)=C[C@H](c2coc3ccccc3c2=O)[C@H]1CCCO	101	96	0.1	7	94	105	88	105
COc1cc(NC(=O)CSc2nc3ccccc3c(=O)n2C)ccc1NC(=O)c1ccco1	92	96	0.0	-1	102	116	100	97
O=C(Nc1nc(-c2ccccc2)nc2ccccc12)c1ccc(F)cc1	102	111	-0.1	34	105	84	104	97
COC(=O)c1cc(-c2ccc(Cl)cc2Cl)n[nH]1	101	98	0.1	2	101	109	98	120
Oc1cc(O)cc(/C=C/c2ccc(O)c(O)c2)c1	92	100	-0.1	-1	101	93	88	105
COC(=O)c1ccsc1NC(=O)CCc1ccccc1	94	97	0.1	4	102	93	100	101
Cc1ccccc1C(OCC(O)CN1CCC(C(N)=O)CC1)c1ccccc1 (stereo not drawn)	101	98	0.3	0	104	105	98	92
Nc1nnc(CC(=O)N/N=C/c2cccc([N+](=O)[O-])c2)s1	102	95	-0.1	8	96	93	98	95
CCCCOc1ccc(CC2CCC(=O)NC2=O)cc1 (stereo not drawn)	84	88	0.2	6	91	97	83	103
CC(C)c1cccc(-c2ccc3c(c2)S(=O)(=O)c2cccc(C(=O)NCc4ccco4)c2C3=O)c1	80	99	0.3	4	92	98	85	84
COc1cc(/C(C#N)=C/c2cccc3ccccc23)c([N+](=O)[O-])cc1OC	103	106	5.5*	6	106	80	103	102
O=C(/C=C/c1ccc([N+](=O)[O-])cc1)N(c1ccccn1)C1CCCCC1	105	101	0.2	3	105	103	104	102
O=C(Nc1cccc(F)c1)c1cc(-c2ccco2)nc2ccccc12	108	104	0.2	33	101	89	111	108
CCOC(=O)Cc1csc2nc3sc(C)c(C)c3c(=O)n12	89	101	0.0	2	96	102	100	112
COc1cc2c(cc1NC(=O)C(C)OC(=O)/C=C/c1ccc(OC(F)F)cc1)oc1ccccc12 (stereo not drawn)	102	103	-0.6	144*	105	100	101	98
COc1ccc(OCC(=O)NC(=S)Nc2ccc(N3CCOCC3)c(Cl)c2)cc1	97	98	0.2	0	97	91	97	106
CCOc1ccc(N=C2NC(=O)S/C2=C\c2ccc(OC)cc2)cc1	98	99	0.1	21	101	108	102	100
Cc1nnc(N/N=C/c2ccc(-c3ccc(Br)cc3)o2)n1N	107	108	0.0	49*	118	89	113	102
CCCC(C)NS(=O)(=O)c1ccc(OC)c(C)c1 (stereo not drawn)	96	100	0.1	0	101	99	104	106
CCOC(=O)COc1cc(Br)c(C2NC(=O)NC(C)=C2C(C)=O)cc1OCC (stereo not drawn)	103	99	-0.1	-1	108	88	101	103

As a short view, part of the list above.
SMILES	CIT2-GFP yeast	RPL19A TOR yeast	Efflux pump mplx	AHR act	MEP2 TOR yeast	CR mimetic SO	AGP1 TOR yeast	LAP4-GFP MLPCN
CCO[C@@H]1OC(C(=O)NCc2nc3ccccc3[nH]2)=C[C@H](c2coc3ccccc3c2=O)[C@H]1CCCO	101	96	0.1	7	94	105	88	105
COc1cc(NC(=O)CSc2nc3ccccc3c(=O)n2C)ccc1NC(=O)c1ccco1	92	96	0.0	-1	102	116	100	97
O=C(Nc1nc(-c2ccccc2)nc2ccccc12)c1ccc(F)cc1	102	111	-0.1	34	105	84	104	97
COC(=O)c1cc(-c2ccc(Cl)cc2Cl)n[nH]1	101	98	0.1	2	101	109	98	120

(further entries)
SMILES	CIT2-GFP yeast	RPL19A TOR yeast	Efflux pump mplx	AHR act	MEP2 TOR yeast	CR mimetic SO	AGP1 TOR yeast	LAP4-GFP MLPCN
COc1ccc(/C=N/Nc2nc3ccccc3[nH]2)c(OC)c1OC	96	92	-0.1	51*	84	103	96	99
CN(C)CCCOC(=O)CCc1ccccc1	110	103	0.0	3	103	90	104	100
CC(=O)c1ccc(-n2c(CCC(=O)O)ccc2-c2ccc(Cl)cc2)cc1	89	86	0.0	1	92	99	96	/
CC(OCCN1CCCC1)(c1ccc(F)cc1)c1ccc(F)cc1	107	104	-0.4	1	105	93	105	93
COC(=O)c1nn(-c2ccc(OC)cc2)c(=O)cc1Oc1ccccc1	113	99	0.0	1	101	90	90	80
Cc1ccc(-n2c(C)nc3ncnc(-c4ccccc4)c32)cc1	103	105	0.0	-2	102	123	101	97
Cc1ccc(C)c(N(CC(=O)NCc2ccccc2)C(=O)c2csnn2)c1	92	93	0.0	0	103	94	84	88
Cn1nnnc1SCC(=O)N(C1CCCCC1)C1CCCCC1	92	100	0.2	5	110	118	105	110
CCOC(=O)c1c(C)[nH]c(C(=O)OCC(=O)NCc2ccc(C)cc2)c1C	104	99	0.1	5	98	107	101	104
CCOC(=O)N1CCN(S(=O)(=O)c2ccc(F)c(C(=O)Nc3cccc(C)c3C)c2)CC1	93	94	0.3	-4	99	90	92	96
CCc1ccccc1N(CC)C(=O)C1CCN(c2ncnc3c2nc2n3CCCCC2)CC1	95	99	0.1	3	99	92	102	100
O=C(OCc1ccccc1Cl)c1cc([N+](=O)[O-])ccc1N1CCOCC1	106	114	2.6	2	107	104	105	108
COC(=O)CCC(=O)Nc1cccc([N+](=O)[O-])c1	99	95	0.2	1	103	105	93	99
O=C(CSCc1cnn(-c2ccccc2)c1-n1cccc1)NCc1cccs1	99	95	0.3	0	93	99	93	88
Cc1cc(C)c2nc(N(CCCN(C)C)C(=O)c3ccc(S(=O)(=O)N4CCCCCC4)cc3)sc2c1	94	101	0.1	-2	101	105	101	116
CCC(C)C(NC(=O)OCc1ccccc1)C(=O)NCC(c1ccccc1)N(C)C (stereo not drawn)	102	94	-0.2	-1	103	96	99	109
O=C(Nc1nccs1)NC(C(F)(F)F)C(F)(F)F	90	90	0.2	11	89	105	89	87
O=C(CSc1cc([N+](=O)[O-])cc(S(=O)(=O)Cc2ccccc2)c1)NC1CC1	112	105	0.1	-1	99	100	110	96
CCN(CC)Cc1c(O)ccc2c(=O)c(Oc3ccccc3OC)coc12	103	99	0.0	1	100	105	102	101
O=C(Cn1cnc2ccccc2c1=O)Nc1cccc(-c2nnc3n2CCCCC3)c1	99	100	-0.1	-2	103	107	109	95
N#Cc1c(N)n[nH]c1CCCN	94	95	0.1	2	96	134	90	92
